# KCNQ2 inh: KCNQ2 channel blockers in CHO-K1 cells – cell-based, FluxOR thallium flux, B-score, primary screen (AID 2156). O88943. 20 min; stronger effect = lower value. B-score at 10 µM. hit rate 1.1% among 310,000;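 active = fluorescence ratio B-score at most minus 3 library SDs, with starting brightness B-score within 2 library SDs, cut at about -5.5 in these data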
# Kir21 block: inhibitors of mouse Kir2.1 inward-rectifier potassium channel | P35561 | HEK293-Kir2.1, FluxOR thallium flux fluorescence; stronger effect = lower value | B-score at 10 µM | hit rate 0.85% among 310,000;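 active = fluorescence ratio B-score at or below minus 3 SD of library scores, with starting-brightness B-score within 2 SD, cut at about -4.2 in these data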;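 also: channel flux triggered by added potassium and thallium sulfate stimulus; B-score of peak minus minimum fluorescence over baseline after thallium stimulus; more negative B-score means stronger Kir2.1 block with less thallium influx; some compounds called inactive have numbers as strong as hits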
# Target sequence (P35561 whole entry, looked up): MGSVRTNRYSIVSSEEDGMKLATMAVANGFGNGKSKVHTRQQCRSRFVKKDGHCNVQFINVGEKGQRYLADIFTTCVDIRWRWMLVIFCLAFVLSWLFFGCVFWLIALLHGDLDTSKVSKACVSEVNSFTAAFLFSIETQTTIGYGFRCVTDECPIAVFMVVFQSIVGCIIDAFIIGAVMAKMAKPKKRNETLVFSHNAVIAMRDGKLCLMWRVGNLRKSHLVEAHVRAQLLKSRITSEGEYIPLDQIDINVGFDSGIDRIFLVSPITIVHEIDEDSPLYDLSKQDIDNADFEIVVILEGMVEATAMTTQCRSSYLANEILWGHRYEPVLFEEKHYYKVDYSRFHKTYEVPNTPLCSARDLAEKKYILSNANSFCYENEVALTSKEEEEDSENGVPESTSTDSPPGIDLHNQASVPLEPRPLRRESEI
# An asterisk follows results filed as active; i = inactive.
smiles | KCNQ2 inh | Kir21 block
O=C(COc1cccc(NC(=O)c2ccco2)c1)c1ccc(F)cc1 | i | 0.27
COc1ccc(S(=O)(=O)NCc2ccccn2)cc1 | i | 3.5
CCOC(=O)N1CCN(C(=O)c2ccc3c(c2)N(Cc2cccc(Cl)c2)C(=O)c2ccccc2S3=O)CC1 (stereo not drawn) | i | -0.43
COc1ccccc1NC(=O)C1CCCN(S(=O)(=O)c2c(C)noc2C)C1 (stereo not drawn) | i | -1
O=C(O)c1ccc(NC(=O)c2ccc(COc3ccc(Cl)cc3)o2)cc1 | i | -0.02
COc1ccccc1OCC(=O)/C=C1/N(C)c2ccccc2C1(C)C | i | -2
CCCCNC(=O)CCn1nc(-c2ccccc2)ccc1=O | i | 0.2
COc1ccc(-c2nc(CSCC(=O)NCc3ccco3)c(C)o2)cc1 | i | -0.29

# Looked up above.
# O=C(O)c1ccc(NC(=O)c2ccc(COc3ccc(Cl)cc3)o2)cc1 in Kir21 block is listed with -0.02
# CCOC(=O)N1CCN(C(=O)c2ccc3c(c2)N(Cc2cccc(Cl)c2)C(=O)c2ccccc2S3=O)CC1 (stereo not drawn) in Kir21 block is listed with -0.43

# (listing goes on)
smiles | KCNQ2 inh | Kir21 block
CC1CCN(CCCNC(=O)C2CCC(=O)N2C2CCCC2)CC1 (stereo not drawn) | i | -1.2
Cc1nnc(SCC(=O)NNC(=O)c2ccc(Cl)cc2)n1CC1CCCO1 (stereo not drawn) | i | 2.5
CC(C)c1nnc(NC(=O)CCC(=O)NCC2CCCO2)s1 (stereo not drawn) | i | 0.87
Cc1c(NC(=S)NC(=O)c2cc3ccccc3o2)cccc1C(=O)O | i | 1.1
COc1nc(C)nc2c1ccc1ccccc12 | i | -0.04
O=C(NCc1cccc(F)c1)C1CCC(=O)N(CCCN2CCOCC2)C1 (stereo not drawn) | i | -0.1
COc1ccc(C(=O)Nc2cc(C)on2)cc1 | i | -0.26
O=C(/C=C/c1ccccc1)NCCCNC(=O)/C=C/c1ccccc1 | i | -0.96
CC(/C=N/NC(=O)c1ccco1)=C\c1ccccc1 | i | -0.18
CC(=O)Nc1cccc(Oc2ncnc3scc(-c4ccc(C(C)C)cc4)c23)c1 | i | 0.03
O=C(NCCc1ccccc1)C1CC(c2ccccc2O)=NO1 (stereo not drawn) | i | -0.01
COc1ccc2c(CC#N)c[nH]c2c1 | i | 0.16
Cc1cccc(N/C(N)=N/c2nc(C(F)(F)F)cc(C(F)(F)F)n2)c1 | i | 1.5
Cc1ccc(C(=O)Nc2ccc(SC(F)F)cc2)s1 | i | -0.28
Cc1nc2ccc(S(=O)(=O)N(C)CC(=O)NCCc3ccccc3)cc2s1 | i | -0.25
NN1C(=O)/C(=C2/Sc3ccccc3N2CCCS(=O)(=O)O)SC1=S | i | 1.6
C/C(Cn1cnc([N+](=O)[O-])n1)=N\NC(=O)c1ccc(O)cc1O | i | -0.51
CCOc1ccc(S(=O)(=O)Nc2cccc(C(=O)NCC3(N4CCCCC4)CCCCC3)c2)cc1 | i | -0.12
Cc1cnc(CN(C)C(=O)c2ccc3oc(Cc4ccccc4)nc3c2)[nH]1 | i | 0.54
CCOC(=O)c1ccc[n+](CC(=O)Nc2cc(C(F)(F)F)ccc2Cl)c1 | i | 1.5
COC(=O)C[C@H]1c2cc(F)ccc2S(=O)(=O)N1Cc1ccccc1OC | i | -2.5
CC1(OC(=O)C2CCCC2)C(=O)C=C2C=C(c3ccsc3)N(c3ccccc3)C=C2C1=O (stereo not drawn) | i | 0.49
CC(=O)NC1C(OCc2ccccc2)OC2COC(c3ccccc3)OC2C1OCC(=O)O (stereo not drawn) | i | 1.2
COc1cc(CCCN2CCNC[C@H]2Cc2ccc(O)cc2)cc(OC)c1OC | i | 0.88
c1ccc(SCc2cn3cccnc3n2)nc1 | i | -1.2
CCCNC(=O)CCCCn1c(=S)[nH]c2c([nH]c3ccc(OC)cc32)c1=O | i | 0.24
Cc1cc(C(C)c2ccccc2)c(O)c(CN2CCOCC2)c1C (stereo not drawn) | i | 0.2
COc1ccc(NC(=O)C2=CC(c3ccc(C)cc3)=NS(=O)(=O)N2C)cc1 | i | -3.6
CCOC(=O)c1nc2nc(C)cc(=O)n2[nH]1 | i | 0.27
COc1ccc(OC)c(N(C(=O)c2snc(C(N)=O)c2N)C(C(=O)NCc2ccccc2)c2ccc(O)cc2)c1 (stereo not drawn) | i | -3
COc1ccc(CCNC(=O)CCCOc2ccc(Cl)cc2)cc1OC | i | -0.79
Cc1ccc(NC(=S)N2CC(C)OC(C)C2)cc1C (stereo not drawn) | i | -0.07
COCCCNC(=O)C1CCC(CNS(=O)(=O)c2ccc(OC)cc2)CC1 (stereo not drawn) | i | -1.7
COCCC(=O)N1CCCC(N2CCN(c3ccc(F)cc3)CC2)C1 (stereo not drawn) | i | 0.07
c1cnc(NC2C3CC4CC(C3)CC2C4)nc1 (stereo not drawn) | i | -0.01
CC(=O)c1ccc(NC(=O)CN2CCN(c3ncccn3)CC2)cc1 | i | 0.28
Cc1ccc(S(=O)(=O)N(CC(=O)O)Cc2ccccc2F)cc1 | i | 1.5
O=C(NCC(c1ccco1)N1CCN(c2ccccc2)CC1)c1ccco1 (stereo not drawn) | i | -1.1
COc1ccccc1C(=O)Nc1ccnn1C1CCN(Cc2cnc(N(C)C)s2)CC1 | i | -0.96
Cc1ccc(C(=O)Nc2c3c(nn2-c2ccccc2)CS(=O)(=O)C3)cc1C | i | 1.8
CCOc1ccccc1N(CC(=O)NC1CCCCC1)C(=O)CCC(=O)Nc1cc(C)ccn1 | i | 1.4
O=C(CSc1ccc2ccccc2c1)Nn1cnnc1 | i | -0.9
CC(SC1=NCCN1S(=O)(=O)c1ccc(F)cc1)c1ccccc1 (stereo not drawn) | i | -3.1
CC(C)C1C2=C(CC(C)(C)CC2=O)ON1c1ccccc1 (stereo not drawn) | i | -1.8
O=C(CNC(=O)c1ccccc1F)NCCOc1ccccc1Cl | i | -0.91
O=C(CCS(=O)(=O)c1ccc2c(c1)NC(=O)CO2)NCCc1ccccc1 | i | 0.4
O=C(Nc1ccc(C(=O)NC2CCCCC2)cc1)c1cncc(Br)c1 | i | 2.8
CCc1ccc(NC(=O)CC2C(=O)NCCN2C(=O)c2ccccc2OC)cc1 (stereo not drawn) | i | 0.01

# For reference, 3 of the compounds above.
smiles | KCNQ2 inh | Kir21 block
O=C(CCS(=O)(=O)c1ccc2c(c1)NC(=O)CO2)NCCc1ccccc1 | i | 0.4
O=C(Nc1ccc(C(=O)NC2CCCCC2)cc1)c1cncc(Br)c1 | i | 2.8
CCc1ccc(NC(=O)CC2C(=O)NCCN2C(=O)c2ccccc2OC)cc1 (stereo not drawn) | i | 0.01

# Remaining list, next part.
smiles | KCNQ2 inh | Kir21 block
CC1CN(C(=O)c2ccc(CNS(=O)(=O)c3cccc(C(F)(F)F)c3)cc2)CC(C)O1 (stereo not drawn) | i | -1.3
O=C(NNC(=O)c1ccc2c(=O)n3c(nc2c1)CCC3)c1cccc(Cl)c1 | i | 0.09
CC1CN(c2nc3ccccc3nc2SCC(=O)Nc2ccc(F)cc2)CC(C)O1 (stereo not drawn) | i | 2.4
COc1ccc(OC)c2c1CCC2=O | i | 0.87
COc1ccc(C(=O)CC(c2ccccc2)C2CCCCC2=O)cc1 (stereo not drawn) | i | 1.4
COc1ccc(N2C(=O)C(Cl)=C(N3CCOCC3)C2=O)cc1 | i | 2.6
COc1ccc(NC(C#N)c2ccccc2OCc2ccccc2)cc1 (stereo not drawn) | i | 0.28
CN1C(C(=O)Nc2ccccn2)=C(O)c2sccc2S1(=O)=O | i | -0.07
CC(C)CCNC(=O)C(c1ccncc1)N(C(=O)Cn1nnc(-c2ccc(F)cc2)n1)c1ccccc1F (stereo not drawn) | i | 0.65
Cc1onc(-c2ccccc2)c1C(=O)N1CCCC1 | i | -0.04
Cc1cccc(C)c1NC(=S)NC1CCCCC1 | i | -0.06
COc1ccccc1C1C=C(c2ccccc2)Nc2nnnn21 (stereo not drawn) | i | 0.42
Cc1cc([N+](=O)[O-])ccc1N=Nc1c(N)[nH]n(-c2ccccc2)c1=O | i | 0.82
Cc1cc(=O)[nH]c(SCCCOc2ccccc2Cl)n1 | i | 0.9
Cc1ccc(Cl)cc1N1CCN(C(=O)CN(C2CCCCC2)S(C)(=O)=O)CC1 | i | -0.16
N#Cc1c(N2CCOCC2)nc(N2CCCCC2)c2c1CCN(C1CCCCC1)C2 | i | 0.03
O=[N+]([O-])c1ccc(NCCN2CCOCC2)c([N+](=O)[O-])c1 | i | -0.32
COc1ccccc1C(=O)OC1CCCN(C)C1 (stereo not drawn) | i | -0.16
CCCCC1=CC2=CC(=O)C(C)(OC(=O)CC)C(=O)C2=CN1c1ccc(OC)cc1 (stereo not drawn) | i | 1.4
CCC(=O)N1CCc2cc(S(=O)(=O)N(CC)c3cccc(C)c3)ccc21 | i | 2
CCOc1ccc(OCCOC(=O)CN2C(=O)NC3(CCCC3)C2=O)cc1 | i | 1.5
COc1ccc(N2C(=O)C(C)C(Cc3ccc(C)cc3)C2=O)cc1 (stereo not drawn) | i | -0.05
CCCCC(CC)CNC(=O)c1cccs1 (stereo not drawn) | i | -0.17
O=C(c1ccc(F)cc1)N1CCCC(C(=O)N2CCN(c3ccccc3)CC2)C1 (stereo not drawn) | i | 0.49
COC(=O)c1cn(CC(=O)Nc2ccccc2C)c2ccccc12 | i | 0.53
Cc1cccc(NC(=O)CSc2nnnn2C)n1 | i | 0
CCOC(=O)C1C(=O)CC(C)(O)C(C(=O)OCC)C1c1ccccc1OC (stereo not drawn) | i | -0.86
C=CCN1C(=O)/C(=C2/Sc3ccc(OC)cc3N2CC)SC1=S | i | 1.5
Cc1ccc2c(c1)NC(=O)C(CC(=O)N(C)Cc1ccccc1)O2 (stereo not drawn) | i | 1.3
COc1ccc(C(=O)Nc2ccc3c(c2)nc(CCNC(=O)c2ccco2)n3C)cc1 | i | 0.18
O=C(O)c1cc(-c2c[nH]c3ccccc23)nc2ccc3ccccc3c12 | i | 3.2
CC(=O)C1=C(C)NC(=O)NC1/C=C/c1ccccc1 (stereo not drawn) | i | 0.77
CCN(CC)c1ccc(/C=N/NC(=O)c2ccc3c(c2)OCCO3)cc1 | i | 0.32
Cc1cccc(Cn2cnc3c(NS(C)(=O)=O)c(C)c(C)cc32)c1 | i | 2.1
Cc1ccc(NC(=O)c2cc(Cl)nc3ccccc23)cc1 | i | -0.79
CC1c2nc3ccccc3n2C(CC(=O)NC2CC2)C(=O)N1Cc1ccccc1 (stereo not drawn) | i | -0.21
O=C(c1ccc(COc2ccccc2[N+](=O)[O-])o1)N1CCCCC1 | i | 0.34
C/C(=N\NC(=O)c1c([N+](=O)[O-])c(C)nn1C)c1ccc(NC(=O)c2ccc(C)o2)cc1 | i | 0.01
CC(C)(C)OC(=O)NCCc1n[nH]c(=S)o1 | i | 0.76
Cc1cc([N+](=O)[O-])ccc1N1C(=O)c2ccc(C(=O)Nc3ccccc3C(=O)O)cc2C1=O | i | 0.35
Nc1nc(COc2ccccc2C=O)nc(Nc2ccccc2)n1 | i | -1.1
CC1CCC2C(C1)OS(=O)(=O)NC2(C)C (stereo not drawn) | i | 0.39
Cc1nn(CCC(=O)NNC(=S)Nc2ccc(F)cc2)c(C)c1[N+](=O)[O-] | i | 0.74
CCCCn1c(N)c(N(CC(C)C)C(=O)C2CC(=O)N(CCc3ccccc3)C2)c(=O)[nH]c1=O (stereo not drawn) | i | -1.6
Cc1ccc(-c2c(CC(=O)O)c(C)nc3sc4c(c23)CCCC4)cc1 | i | 0.87
Cc1cccc(N2CCN(C(=O)CCNS(=O)(=O)c3ccc4c(c3)oc(=O)n4C)CC2C)c1 (stereo not drawn) | i | 0.2
COc1ccc(C(=O)NNC(=O)Cc2nc3nc(C)cc(C)n3n2)cc1 | i | 2.3
COc1cc(OC)cc(C(=O)N/N=C/c2ccc(OC)c(COc3ccc(F)cc3)c2)c1 | i | -0.17
CCOC(=O)n1c(=O)n(Cc2ccc(Cl)c(Cl)c2)c2ccccc21 | i | 0.25
O=C(COc1ccccc1-c1ccccc1)c1ccccc1 | i | 0.91
O=C(CN1C(=O)c2ccccc2S1(=O)=O)Nc1ccc(S(=O)(=O)N2CCCCCC2)cc1 | i | -0.67
C=CC[C@]12CC=CC(=O)[C@@]1(O)O[C@H](c1ccc(OC)c(OC)c1)[C@H]2C | i | -1.6
CC1(C)NC(=O)N(CC(=O)Nc2cc(C(F)(F)F)cc(C(F)(F)F)c2)C1=O | i | -0.27
O=C(Nc1ccn(-c2ccccc2)n1)c1ccccc1Br | i | 0.97
c1ccc(-c2csc(Cc3nnc4n3CCCCC4)n2)cc1 | i | -1.1
CCCN1CCN(C(=O)c2nn(-c3ccc(OC)cc3)c(=O)c3c2c2ccccc2n3C)CC1 | i | 0.94

# The list goes on; it opens with the 4 that closed the last part.
smiles | KCNQ2 inh | Kir21 block
CC1(C)NC(=O)N(CC(=O)Nc2cc(C(F)(F)F)cc(C(F)(F)F)c2)C1=O | i | -0.27
O=C(Nc1ccn(-c2ccccc2)n1)c1ccccc1Br | i | 0.97
c1ccc(-c2csc(Cc3nnc4n3CCCCC4)n2)cc1 | i | -1.1
CCCN1CCN(C(=O)c2nn(-c3ccc(OC)cc3)c(=O)c3c2c2ccccc2n3C)CC1 | i | 0.94
Cc1ccc(C2(C)NC(=O)N(CC(=O)Nc3ccc(Cl)c(S(=O)(=O)N4CCCCC4)c3)C2=O)cc1 (stereo not drawn) | i | -0.68
CC(=O)Nc1ccccc1NC(=O)C/C(C)=N/NC(=O)c1ccc([N+](=O)[O-])c(Cl)c1 | i | 0.12
O=c1cc(NCc2ccccc2)c2ccccc2o1 | i | 2.5
Cc1ccc(N/N=C/c2ccc3c(c2)OCCO3)cc1Cl | i | -0.76
